Source: PubChem (National Center for Advancing Translational Sciences (NCATS))
ALOX12 inh – Primary qHTS assay for inhibitors of human arachidonate 12S-lipoxygenase (ALOX12): Round 2; Polyunsaturated fatty acid lipoxygenase ALOX12 (Homo sapiens), P18054; purified 12hLO, xylenol orange hydroperoxide absorbance; Potency, µM (top dose mostly 108 µM), for inactives: top-dose activity change, negative = inhibition, usual class: inhibitors; 580,000 compounds, 1.1% hits; active means well fitted inhibition curve with a large enough effect; inconclusive means small, poorly fitted or top-dose-only effect, or another doubt; inactive means no such curve, though single readings can be large or run the other way; further: potency means the concentration at half of the fitted maximal effect
Target sequence (P18054 whole entry, looked up): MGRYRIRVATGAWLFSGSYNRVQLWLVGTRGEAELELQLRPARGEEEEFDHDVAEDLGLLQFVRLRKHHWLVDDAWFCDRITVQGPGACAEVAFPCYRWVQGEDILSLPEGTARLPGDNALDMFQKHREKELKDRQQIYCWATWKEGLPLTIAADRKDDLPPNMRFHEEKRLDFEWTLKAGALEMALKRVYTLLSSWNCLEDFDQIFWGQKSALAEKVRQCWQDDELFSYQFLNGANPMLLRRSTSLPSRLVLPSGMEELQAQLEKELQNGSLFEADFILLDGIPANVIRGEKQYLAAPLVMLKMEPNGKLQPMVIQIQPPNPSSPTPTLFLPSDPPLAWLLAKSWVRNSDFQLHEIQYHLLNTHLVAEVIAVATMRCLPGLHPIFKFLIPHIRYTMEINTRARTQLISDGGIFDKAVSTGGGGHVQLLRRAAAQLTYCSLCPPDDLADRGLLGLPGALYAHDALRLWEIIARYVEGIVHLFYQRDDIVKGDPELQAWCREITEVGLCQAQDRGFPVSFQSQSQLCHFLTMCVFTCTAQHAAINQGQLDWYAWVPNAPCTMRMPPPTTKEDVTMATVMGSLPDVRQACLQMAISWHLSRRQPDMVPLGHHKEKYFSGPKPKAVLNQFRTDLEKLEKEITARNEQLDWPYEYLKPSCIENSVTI
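Purified human 12hLO (150 nM final) in 25 mM Hepes, 0.01% Triton X-100, pH 7.0 was preincubated 15 min at room temperature with compound. Then 40 uM arachidonic acid was added, 30 min. Hydroperoxide was read by Fe-XO absorbance ratio 573/405 nm.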
LDHA block – qHTS assay for inhibitors of human lactate dehydrogenase | 480,000 compounds, 0.15% hits | activity change, % (values are at about 110 or 230 µM) | purified LDHA, NADH/diaphorase-resazurin fluorescence; hits give low values; in the data active means activity change below about -30%; inconclusive means mostly about -25% to -30%;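 further: plate controls were DMSO wells for no effect and wells without enzyme for full effect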
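Enzyme activity of human lactate dehydrogenase 5 (2 nM; 0.06 mM NADH, 0.2 mM pyruvate, 5 min, RT) is measured via a resazurin/diaphorase fluorescence readout of residual NADH.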
An asterisk follows results filed as active; ? = inconclusive; [ ] = dose if it differs, or a comment. Unless noted, on the % scale 0 is the no-effect control and ±100 the full control effect.

SMILES	ALOX12 inh	LDHA block
COc1cc(CNC(=O)c2c(C)noc2C(C)C)ccn1	71%[activator]	0
COc1ccc(Nc2cc(C)nc3nc(-c4ccc(C)cc4)nn23)c(OC)c1	-26%	-7
CC(=O)c1c(C)[nH]c(C(=O)Cn2cnc3ccccc3c2=O)c1C	-24%	4
O=C(NC1Cc2ccccc2C1)c1cccs1	7%	10
CCc1nc2c(OCc3ccc(C#N)cc3)cccn2c1N(C)C(=O)c1cccs1	?	1
Cc1nc2c(cnn2C(C)C)cc1C(=O)N(C)Cc1ccc(Cl)c(Cl)c1	0%	11
Brc1cccc(CNCCCn2ccnc2)c1	?	2
CC(NC(=O)c1ccc(SC(F)(F)F)cc1)c1ccccn1 (stereo unspecified)	-9%	-2
CC(=O)Nc1ccc(NC(=O)C(C)On2nnc3ccc(Cl)cc32)cc1 (stereo unspecified)	?	23
CCNC(=S)NNC(=S)NCC1CCCO1 (stereo unspecified)	39%[activator]	0
CCc1cccc(CC)c1NC(=O)c1ccc(CSc2ccc(C)cc2)cc1	?	3
O=c1c2sccc2ncn1Cc1coc(-c2ccccc2Cl)n1	?	1
O=C1NC2(C(=O)Nc3cccc(Br)c3)CCC(=O)N2c2ccccc21 (stereo unspecified)	1%	-4
COc1cccc(/C=C/c2nc(C#N)c(NCc3ccc4c(c3)OCO4)o2)c1	-3%	6
O=C1CCc2cc(C(=O)OC3CCOC3=O)ccc2N1 (stereo unspecified)	10%	5

The last six compounds of the section above come first, to join the parts.
SMILES	ALOX12 inh	LDHA block
CCNC(=S)NNC(=S)NCC1CCCO1 (stereo unspecified)	39%[activator]	0
CCc1cccc(CC)c1NC(=O)c1ccc(CSc2ccc(C)cc2)cc1	?	3
O=c1c2sccc2ncn1Cc1coc(-c2ccccc2Cl)n1	?	1
O=C1NC2(C(=O)Nc3cccc(Br)c3)CCC(=O)N2c2ccccc21 (stereo unspecified)	1%	-4
COc1cccc(/C=C/c2nc(C#N)c(NCc3ccc4c(c3)OCO4)o2)c1	-3%	6
O=C1CCc2cc(C(=O)OC3CCOC3=O)ccc2N1 (stereo unspecified)	10%	5
CCCCC1CCC(C(=O)NNC(=O)c2ccc(Br)cc2)CC1 (stereo unspecified)	6%	4
CCCOc1ccc(F)cc1-c1cc(C(=O)Nc2cc(OC)ccc2OC)[nH]n1	-8%	6
COc1cccc(C2OCC(C)(C)n3c(-c4ccccc4)c4c(=O)n(C)c(=O)n(C)c4c32)c1O (stereo unspecified)	11µM*	22
O=C(NCC1CCCO1)c1ccc(Cn2c(SCc3ccc(F)cc3)nc3cccnc32)cc1 (stereo unspecified)	6%	0
FC(F)(F)c1cc(-c2cccs2)nc2c(-c3ccccc3)cnn12	68%[activator]	11
CCOC(=O)[C@@H](NC(=O)/C=C/[C@H]1O[C@@H](n2cc(C)c(=O)[nH]c2=O)C[C@@H]1O)C(C)C	7%	-2
CN(C)CC(=O)N[C@@H]1CC[C@@H](CCNS(=O)(=O)c2ccccc2)O[C@@H]1CO	-6%	-8
Cc1ccc(OCC(O)Cn2c(C)cc(=O)n3ncnc23)cc1 (stereo unspecified)	15%	0
COc1ccc(-c2nc(-c3ccccc3OCC(=O)N3CCCC(C)C3)no2)cc1 (stereo unspecified)	-4%	-10
O=C(NC1CCCC1)C(c1ccco1)N1CCN(c2c(Cl)cncc2Cl)CC1 (stereo unspecified)	-4%	-1
O=C1NC[C@H](CCCCN2C[C@H](Cc3ccccc3)N(CC3CCCCC3)C(=O)C2=O)N(CCc2ccc(O)cc2)C1=O	?	-2
O=C1C(c2ccccc2)=S=C2c3ccccc3-c3ccccc3N12	?	-13
CC1CCc2c(sc3ncnc(OCC(=O)NC(=O)Nc4ccc5c(c4)OCCO5)c23)C1 (stereo unspecified)	-1%	1
COc1cccc(-c2cc3nc(Nc4ccc(OC)c(OC)c4)n(C)c(=O)c3s2)c1	2%	5
O=C(c1cccc(Cl)c1)N(Cc1ccco1)c1ccccc1	?	2

Entries above marked active in ALOX12 inh.
SMILES	ALOX12 inh	LDHA block
COc1cccc(C2OCC(C)(C)n3c(-c4ccccc4)c4c(=O)n(C)c(=O)n(C)c4c32)c1O (stereo unspecified)	11µM*	22

(continued)
SMILES	ALOX12 inh	LDHA block
COC(=O)[C@@]12C[C@@H](CC(=O)NCCc3ccccc3OC)C(=O)N(Cc3ccccc3)C1=CCC(C)(C)C2	9%	6
COC(=O)c1nc2ccccc2nc1NCCc1ccc(C)cc1	?	3
COc1ccccc1Cc1c(-c2ccc(C)cc2)nc2cc(C)c(Br)c(C)n12	-13%	-8
Cc1oc(-c2ccccc2)nc1CC(=O)NCCc1ccccc1	30%[activator]	-2
CCOc1ccc(C(=O)Nc2ccc(N3CCCC3)nc2)cc1OC	-10%	1
CCOC(=O)C1CCN([C@H]2CS(=O)(=O)C[C@@H]2S(=O)(=O)c2ccc(Cl)cc2)CC1	?	6
CC(C)(C)NC(=O)COC(=O)c1n[nH]c(=O)c2ccccc12	-2%	-13
COC(=O)[C@@]1(C)CC[C@]2(C)CC[C@]3(C)C(=CC(=O)C4[C@@]5(C)CCC(=O)C(C)(C)C5CC[C@]43C)[C@@H]2C1 (stereo partly specified)	8%	1
CC(C)NC(=O)Cn1cccc1-c1nc(-c2ccc(Cl)cc2)no1	10%	5
CCCCN1C(C(=O)c2ccccc2)=C(OC(=O)c2ccco2)c2ccccc2S1(=O)=O	4%	2
Cc1ccc(C(=O)N(Cc2cccs2)c2ccccn2)cc1	-12%	13
Cc1cc2ccccc2n1CC(=O)NCCN1CCCC1	?	-1
CC(C)NC(=O)NC(=O)COC(=O)c1ccc2ccccc2n1	?	?
CC(=O)c1cccc(-c2cnc3c(NC=O)cc(-c4ccccc4F)cn23)c1	-8%	-3
O=C1CC(c2ccc(C(F)(F)F)cc2)c2sc(C(=O)O)c(-c3ccccc3)c2N1 (stereo unspecified)	-20%	-2

4 of the compounds above, with two lines to a compound.
Screens in order – ALOX12 inh, LDHA block
- CC(C)(C)NC(=O)COC(=O)c1n[nH]c(=O)c2ccccc12
→ -2%, -13
- COC(=O)[C@@]1(C)CC[C@]2(C)CC[C@]3(C)C(=CC(=O)C4[C@@]5(C)CCC(=O)C(C)(C)C5CC[C@]43C)[C@@H]2C1 (stereo partly specified)
→ 8%, 1
- CC(C)NC(=O)Cn1cccc1-c1nc(-c2ccc(Cl)cc2)no1
→ 10%, 5
- CCCCN1C(C(=O)c2ccccc2)=C(OC(=O)c2ccco2)c2ccccc2S1(=O)=O
→ 4%, 2

In the list so far, these have an NH in an aromatic ring.
SMILES	ALOX12 inh	LDHA block
CC(=O)c1c(C)[nH]c(C(=O)Cn2cnc3ccccc3c2=O)c1C	-24%	4
CCCOc1ccc(F)cc1-c1cc(C(=O)Nc2cc(OC)ccc2OC)[nH]n1	-8%	6
CCOC(=O)[C@@H](NC(=O)/C=C/[C@H]1O[C@@H](n2cc(C)c(=O)[nH]c2=O)C[C@@H]1O)C(C)C	7%	-2
CC(C)(C)NC(=O)COC(=O)c1n[nH]c(=O)c2ccccc12	-2%	-13

(more compounds)
SMILES	ALOX12 inh	LDHA block
CC(C)C[C@@H](CO)NC(=O)[C@H](NC(=O)C(c1ccccc1)c1ccccc1)c1ccccc1	5%	1
O=C(CCc1ncc(-c2ccc(F)cc2)o1)NCC(c1ccccc1)N1CCCC1 (stereo unspecified)	-6%	-6
Cc1ccc(NC(=O)C(Sc2nnnn2C2CC2)c2ccccc2)cc1 (stereo unspecified)	9%	2
O=C1Sc2ccc(S(=O)(=O)N(Cc3ccccc3)Cc3ccccc3)c3cccc1c23	1%	0
COc1ccccc1CC(=O)Nc1ccc2c(c1)NC(=O)CS2	?	8
COc1ccc(NCC(=O)Nc2ccccc2C(=O)NC2CC2)cc1	0%	8
O=C(Cn1nc(N2CCN(c3ccccc3)CC2)ccc1=O)NC1CCCCC1	-8%	3
COc1ccc(F)cc1C(=O)CSc1nnc(C2CC2)n1C1CC1	-10%	6
Cc1ccc2cc3cc(C(=O)NC4CCCCC4)sc3nc2c1	36%[activator]	3
CCOC(=O)C1C2C=CC(C3CC23)C1C(=O)OCc1ccccc1Cl (stereo unspecified)	2%	-2
COc1cccc(CNC(=S)Nc2ccc3c(c2)c(=O)n(C)n3C)c1	?	0
Cc1ccc(-c2ccc(CN3C(C(C)C)C(=O)N(Cc4cn(CCC5OCCO5)nn4)CCS3(=O)=O)cc2)c(C)c1 (stereo unspecified)	0%	3
COc1cccc(C(=O)NCc2ccc(C)cc2)c1	?	0
CCc1ccc(S(=O)(=O)N2CCC3(CC2)NC(=O)c2ccccc2N3)cc1	10%	9
O=C(Cc1cccs1)OCC(=O)c1ccccc1	40µM*	11
Cc1ccccc1C(=O)NC(C)c1nc(-c2ccccc2C)no1 (stereo unspecified)	?	7
CCc1nc2ccc(C(=O)NC(C)CC)cc2nc1CC (stereo unspecified)	-44%	0
N#Cc1cccc(NC(=O)c2cc(C3CCCCN3C(=O)c3ccccc3)on2)c1 (stereo unspecified)	5%	-3
CCCCCCn1c(N(C)Cc2ccccc2)nc2c1c(=O)[nH]c(=O)n2C	-1%	7
CCOC(=O)C1=CCN(S(=O)(=O)c2ccccc2Cl)C1c1ccccc1 (stereo unspecified)	-23%	-4
Cn1c(=O)[nH]c(=O)c2c1nc(SCC(N)=O)n2CCc1ccccc1	?	12
O=C(c1ccc(Cl)c(S(=O)(=O)NC2CC2)c1)N1CCN(c2ccc(F)cc2)CC1	24%	5
N#Cc1ccccc1S(=O)(=O)N1CCN(C(=O)NC2CCCC2)CC1	16%	1
COc1ccc(C(C(=O)NCc2ccccc2)n2c(-c3ccccn3)nc3ccccc32)cc1 (stereo unspecified)	8%	-2
Cc1ccccc1-n1c(C)c(C)c2c1ncn1nc(-c3cccnc3)nc21	14%	9
CCC(=O)Nc1ccc(C(=O)N/N=C(\C)C(C)(C)C)cc1	47%[activator]	-4
CC1(C)CC(=O)C2=C(C1)Nc1[nH]n(-c3ccccc3)c(=O)c1C2c1ccccc1F (stereo unspecified)	23%	5
Cn1nc(C(=O)Nc2ccc(Br)cc2)c2ccccc2c1=O	-24%	0
Cc1ccccc1-c1cc(=O)c2cc(NC(=O)c3cccnc3)ccc2o1	?	-5
COC(=O)c1ccc(/C=N/OCc2ccc(OC)c(F)c2)cc1	-2%	11
CS(=O)(=O)OCCCOS(C)(=O)=O	?	0
COc1ccc(CCN2CNc3c(c(=O)[nH]c(=O)n3-c3ccccc3Cl)C2)cc1OC	19%	1
CCOc1cc2c(cc1NC(=O)c1ccc(OC(C)C)cc1)OC(C)C2 (stereo unspecified)	4%	-7
O=C(C1=Cc2cc(Cl)ccc2OC1)N1CCN(S(=O)(=O)c2cc(F)ccc2F)CC1	40µM*	6
CC(C)n1nccc1NC(=O)c1nn(Cc2ccccc2)c(=O)c2ccccc12	3%	-1
COc1cccc(C(O)c2ncc(-c3ccccc3)[nH]2)c1 (stereo unspecified)	-2%	0
CCCCNC(=O)C1C(c2ccccc2)=Nc2ccccc2N1C(=O)c1ccc(C)cc1 (stereo unspecified)	?	-7
CC(C)NC(=O)NC(=O)C(C)Sc1nc(-c2ccco2)nc2ccccc12 (stereo unspecified)	?	0
COc1ncccc1-c1cc2nc(NCCNC(C)=O)n(C)c(=O)c2s1	-2%	16
CSCCC(NC(=O)c1ccc(Cl)cc1Cl)C(=O)Nc1cccc(C(C)=O)c1 (stereo unspecified)	?	-2
O=C1CCN(Cl)C(=O)N1Cl	-26%	-4
CCCCc1nn2c(=O)cc(COC(=O)c3cccc(NC(=O)c4ccccc4F)c3)nc2s1	-17%	1
O=C(Nc1cccc2cccnc12)N1CCCCCC1	-1%	-24
CCc1cc(CC)n(-c2nc3c(c(=O)n(CC(=O)OC)c(=O)n3C)n2C)n1	4%	-3
O=C(O)c1cc2ccccc2c2cccnc12	?	10
COc1cccc(-n2c(-c3ccco3)nc3c(cnn3-c3ccc(C)c(C)c3)c2=O)c1	-16%	4
Cc1cc(S(=O)(=O)N(C)C)c(Cl)cc1Cl	12%	0
Cc1cccc2cc(-c3noc(-c4ccc(C(C)(C)C)cc4)n3)c(=O)[nH]c12	1%	-3
CCOCCOC(=O)COc1ccc2c(=O)c(-c3ccccc3Cl)coc2c1	16%	12
O=c1c(=O)n(-c2ccc(F)cc2)ccn1Cc1c(F)cccc1Cl	15%	-1
CCc1nn2c(=O)cc(CNc3ccc(C(=O)NCC(=O)OC)cc3)nc2s1	?	4
O=C(c1ccc2ncsc2c1)N1CCN(c2nc3c(F)cccc3s2)CC1	-17%	0
Cc1ccsc1CN(CC1CCCO1)C(=O)COc1ccc(Cl)cc1Cl (stereo unspecified)	10%	-3
CC(C)n1c(=O)c2ccccc2n1Cc1cn(Cc2ccccc2)nn1	3%	-5
CCCOc1ccc(NC(=O)CC2SCCNC2=O)cc1 (stereo unspecified)	3%	0
NC(=O)c1ccc(C(=O)NCC(O)c2ccc(F)c(F)c2)nc1 (stereo unspecified)	?	-8
CC1(C(=O)NS(=O)(=O)c2ccccc2OC(F)(F)F)CCN1C(=O)c1ccco1 (stereo unspecified)	-14%	-1
CN(C)CCCNc1oc(COc2ccc(Br)cc2)nc1C#N	13%	5
COc1ccc(S(=O)(=O)Oc2ccc3ccc(=O)oc3c2)cc1OC	0%	9
O=C(CSc1nc(C2CC2)nc2ccccc12)NCc1ccccc1	?	5
Cc1ccc(Cc2cnc(N)s2)cc1C	-2%	-3
O=C(NC1CC1)c1cc2occc2n1Cc1ccccc1Cl	-43%	-2
O=c1oc2ccc(Cl)cc2cc1S(=O)(=O)N1CCc2ccccc2C1	8%	-1

Not all compounds are listed, so the mix of outcomes need not match the whole.
